Assay outcomes as filed in PubChem.
NR2E3 ag: agonists of human nuclear receptor NR2E3; inhibition of corepressor binding, % at 4.78 µM; actives 0.12% (n = 320,000); GST-NR2E3/biotin-RetCOR TR-FRET, 1536-well; AID 2300;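 active = percent inhibition above the cutoff of mean plus 3 SD of all tested compounds, set per screening campaign, cut at about 20% in these data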;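 note: 0% = DMSO wells and 100% = biotin wells as full block of FRET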
Target sequence (Q9Y5X4 whole entry, looked up): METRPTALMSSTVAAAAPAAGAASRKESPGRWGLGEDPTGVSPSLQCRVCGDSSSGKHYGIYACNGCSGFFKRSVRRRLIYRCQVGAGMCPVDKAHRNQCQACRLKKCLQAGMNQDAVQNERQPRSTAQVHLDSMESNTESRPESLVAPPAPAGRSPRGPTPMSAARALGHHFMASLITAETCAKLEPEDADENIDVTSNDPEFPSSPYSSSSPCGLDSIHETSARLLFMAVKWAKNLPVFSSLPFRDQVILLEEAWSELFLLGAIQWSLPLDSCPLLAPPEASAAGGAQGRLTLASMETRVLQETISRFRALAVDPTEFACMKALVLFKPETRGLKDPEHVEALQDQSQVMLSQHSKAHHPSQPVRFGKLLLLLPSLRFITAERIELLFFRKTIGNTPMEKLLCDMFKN
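Material – GST-tagged NR2E3 plus biotinylated RetCOR corepressor · Quantity – NR2E3 fusion 1.35 nM · Times – 5 h incubation at 4 °C · Medium – pH 7.5 Tris-based buffer · Technique – TR-FRET, Eu(K)-anti-GST donor, streptavidin-D2 acceptor, ex 340, em 617/671 nm · Benchmarks – high control biotin, low control 0.6% DMSO · Format – 1536-well plates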
* = called active by the depositor.

SMILES | NR2E3 ag
C#CCOCCOCCOCCNc1nc(N2CCN(C(=O)[C@H](Cc3ccc(O)cc3)n3cc(CCO)nn3)CC2)nc(N2CCN(C(=O)[C@H](Cc3ccc(O)cc3)n3cc(CCO)nn3)CC2)n1 | 2
O=C1c2ccc(-c3nc4ccccc4o3)cc2C(=O)N1Cc1cccnc1 | 5
COc1ccc(/C=C2\Sc3ccc(C(=O)N4CCc5ccccc5C4)cc3N(C)C2=O)cc1 | 2
O=C(Nc1nc2ccc(F)cc2s1)c1ccccn1 | 3
C[C@@H](C(=O)Nc1ccc2ccccc2c1)[C@H]1C[C@]1(C)[C@H](NC(=O)c1cccnc1)c1ccccc1 | 2
COc1ccc(NS(=O)(=O)c2ccc(N)cc2)nn1 | 2
O=[N+]([O-])c1ccc(N2CCN(S(=O)(=O)c3ccccc3)CC2)cc1NCc1ccco1 | 1
CC(NC(=O)Cc1ccccc1[N+](=O)[O-])c1ccccc1 (stereo unspecified) | -2
COc1cc(-c2nnc(NC(=O)c3ccc(S(=O)(=O)N4CCOCC4)cc3)o2)cc(OC)c1OC | -3
COc1ccc2[nH]c3c(NCc4ccco4)ncnc3c2c1 | 0
Cn1c(C(C)(O)C(O)c2ccccc2)nc2ccccc21 (stereo unspecified) | 3
Cc1ccc(CSCC2Nc3ccc(C(=O)N4CCN(c5cccc(C)c5)C(C)C4)cc3NC2=O)cc1 (stereo unspecified) | -1
C/C(=N\Nc1ccc(F)cc1F)c1cccs1 | -2
Cc1ccc2nc3n(c(=O)c2c1)-c1ccccc1C(=O)NC3Cc1ccccc1 (stereo unspecified) | 2
O=C(CNCC1CCCCC1)Nc1ccc(N2CCCCC2)cc1 | 0
COc1ccc(/C=C2\CCCC(C(=O)C(F)(F)F)=C2O)cc1OC | 0
Cc1ccc(NC(=O)Nc2ccc3c(c2)nc(C)n3C)cc1C | 3
C=CCOc1ccccc1/C=c1\sc2nc(-c3oc4ccccc4c3C)nn2c1=O | -1
CCC(NC(=O)COc1ccc([N+](=O)[O-])cc1)c1ccccc1 (stereo unspecified) | 1
COC(=O)[C@@]1(Cc2ccc(OC)cc2)[C@@H]2C(=CC(=O)[C@H]2CC(=O)C(=O)N(C)C)CN1C(=O)c1ccccc1 | 2

2 records drawn at random from the list so far:
SMILES | NR2E3 ag
Cc1ccc(NC(=O)Nc2ccc3c(c2)nc(C)n3C)cc1C | 3
COc1cc(-c2nnc(NC(=O)c3ccc(S(=O)(=O)N4CCOCC4)cc3)o2)cc(OC)c1OC | -3

New compounds follow.
SMILES | NR2E3 ag
COCCn1c(SCc2cc(=O)n3cc(C)ccc3n2)nc2ccccc2c1=O | -1
C[C@H]1[C@@H](OC(=O)CCC(=O)O)O[C@@H]2OC3(C)CC[C@H]4[C@H](C)CC[C@@H]1[C@@]24OO3 | -2
O=C(N/N=C1\CCCc2c1[nH]c1ccc([N+](=O)[O-])cc21)c1ccncc1 | -2
O=C1c2cccc(O)c2C(=O)c2c(O)cccc21 | 2
Cc1ccc(C)c(N2CCN(C(=O)CC3Sc4ccccc4NC3=O)CC2)c1 (stereo unspecified) | 0
CC(C)(C)NCCCOc1ccc(Cl)cc1C(C)(C)C | 2
COc1ccccc1-c1nnc(NC(=O)c2ccc(S(=O)(=O)N(C)Cc3ccccc3)cc2)o1 | 1
O=C(Cn1c(N2CCN(C/C=C/c3ccccc3)CC2)nc2ccccc21)c1ccccc1 | -2
COc1cc(C2C(C(=O)c3ccco3)=C(O)C(=O)N2c2cc(C)on2)ccc1OCc1ccccc1 (stereo unspecified) | -1
COc1ccc(OCc2cc(C(=O)O)c(C)o2)cc1 | 0
CCOc1ccc(C2C(C(=O)C3CC3)N3C=C(C#N)C=CC3C2(C#N)C#N)cc1 (stereo unspecified) | 4
O=C(CCS(=O)NCc1ccccc1)NCc1ccccc1 (stereo unspecified) | -1
O=C(Oc1ccc(OC(=O)N2CCCCC2)cc1)N1CCCCC1 | 0
O=c1[nH]c(/C=C/c2ccc(Br)cc2)nc2c1cnn2-c1ccccc1 | -7
COc1ccnc(CS(=O)c2nc3cc(OC(F)F)ccc3[nH]2)c1OC (stereo unspecified) | 1
N=C1/C(=C/c2cccn2-c2cccc([N+](=O)[O-])c2)C(=O)N=C2SC=CN12 | -1
Cn1ncc2c(NCc3cccc(C(F)(F)F)c3)c(C(=O)O)cnc21 | 1
CCN(c1ccccc1)S(=O)(=O)c1ccc(C(=O)N(CCN(C)C)c2nc3c(F)cc(F)cc3s2)cc1 | -2
O=C(O)c1coc2ccccc12 | 1
CCCCNC(=O)Oc1cc(CCl)on1 | 4

Entries shown so far with an aryl methoxy group (10):
SMILES | NR2E3 ag
COc1ccc(/C=C2\Sc3ccc(C(=O)N4CCc5ccccc5C4)cc3N(C)C2=O)cc1 | 2
COc1ccc(NS(=O)(=O)c2ccc(N)cc2)nn1 | 2
COc1cc(-c2nnc(NC(=O)c3ccc(S(=O)(=O)N4CCOCC4)cc3)o2)cc(OC)c1OC | -3
COc1ccc2[nH]c3c(NCc4ccco4)ncnc3c2c1 | 0
COc1ccc(/C=C2\CCCC(C(=O)C(F)(F)F)=C2O)cc1OC | 0
COC(=O)[C@@]1(Cc2ccc(OC)cc2)[C@@H]2C(=CC(=O)[C@H]2CC(=O)C(=O)N(C)C)CN1C(=O)c1ccccc1 | 2
COc1ccccc1-c1nnc(NC(=O)c2ccc(S(=O)(=O)N(C)Cc3ccccc3)cc2)o1 | 1
COc1cc(C2C(C(=O)c3ccco3)=C(O)C(=O)N2c2cc(C)on2)ccc1OCc1ccccc1 (stereo unspecified) | -1
COc1ccc(OCc2cc(C(=O)O)c(C)o2)cc1 | 0
COc1ccnc(CS(=O)c2nc3cc(OC(F)F)ccc3[nH]2)c1OC (stereo unspecified) | 1

Later entries
SMILES | NR2E3 ag
O=C(CC1Nc2c3ccccc3nc(=S)n2C1=O)NC1CCCCC1 (stereo unspecified) | 4
NNC(=O)c1ccc(NS(=O)(=O)c2ccc(Br)cc2)cc1 | 0
Nc1nc(Nc2cccc3ccccc23)nc(C2CCCC2=O)n1 (stereo unspecified) | 1
CCCc1nc2c(C)cc(-c3nc4ccccc4n3C)cc2n1Cc1ccc(-c2ccccc2C(=O)O)cc1 | -4
O=C(NCc1cccs1)C1CCCN1C(=O)Nc1ccc(Cl)cc1 (stereo unspecified) | 0
CCN(CC)C1CC(=O)N(c2cccc(C)c2)C1=O (stereo unspecified) | 3
CCOc1ccc(C(=O)N(CN2CCCC2=O)c2ccc(C)cc2)cc1 | -1
Cc1ccnc(NC(=O)/C=C/c2ccccc2[N+](=O)[O-])c1 | 1
O=C(CCn1c(=S)[nH]c2cc3c(cc2c1=O)OCO3)N1CCc2ccccc2C1 | 2
CC1CCN(C(=O)c2cc(N3C(=O)C4C5CCC(C5)C4C3=O)ccc2Cl)CC1 (stereo unspecified) | 6
CC1(C)CC(=O)c2sc(NC(=O)c3ccccc3)nc2C1 | 0
CCN1CCN(C(=O)N[C@@H](C(=O)N[C@@H]2C(=O)N3[C@@H]2SC(C)(C)[C@@H]3C(=O)O)c2ccccc2)C(=O)C1=O | -3
CC(C)Cc1ccccc1O | -4
COc1ccc(CN2[C@@H](CC(=O)O)c3ccc(C(F)(F)F)cc3S2(=O)=O)cc1 | 3
COc1ccc(-c2cc(C(F)F)n3ncc(C(=O)Nc4cnn(Cc5ccccc5)c4)c3n2)cc1 | 2
COc1cc(NS(=O)(=O)c2ccc(N)cc2)ncn1 | 0
Cc1cccc(-n2c3nc(=O)[nH]c(=O)c-3cc3c(C)nn(-c4ccccc4)c32)c1 | 0
NCCCC[C@H](NC(=O)C1CCNCC1)c1nnc(CN)o1 | 4
Cc1cc(-c2n[nH]c(=S)o2)c(C)n1-c1ccccc1 | 5
NS(=O)(=O)c1ccc(-c2ccc(/C=C3\C(=O)Nc4ccccc43)o2)cc1 | 3

Of the compounds above, 2 have bromine.
SMILES | NR2E3 ag
O=c1[nH]c(/C=C/c2ccc(Br)cc2)nc2c1cnn2-c1ccccc1 | -7
NNC(=O)c1ccc(NS(=O)(=O)c2ccc(Br)cc2)cc1 | 0

Going on with the list:
SMILES | NR2E3 ag
CCOc1ccc(NC(=O)c2oc3ccccc3c2NC(=O)CC)cc1 | 3
O=C1NCCCC2c3cc(O)c4ccccc4c3OC12N1CCCCC1 (stereo unspecified) | 6
Cc1ccc2nc(N3CCCCC3)c(C=O)c(=O)n2c1 | -4
O=c1cc(CO)oc(C(Nc2ccccn2)c2ccsc2)c1O (stereo unspecified) | -3
O[C@@H]1COC(Nc2ccc(N=Nc3ccccc3)cc2)C[C@@H]1O (stereo partly specified) | -3
CCOC(=O)c1cnc(-n2nc(C)cc2C)nc1NNc1ncc(-c2ccccc2)cn1 | 6
O=C([O-])c1cc(-c2ccccc2)cc(-c2ccccc2)[n+]1Cc1ccccc1 | 2
CSCCC1NC(=O)NC1=O (stereo unspecified) | -1
CSCCNC(C)=O | 4
C#CCOCCOCCOCCNc1nc(N2CCN(C(=O)[C@H](CCCCN)n3cc([C@@H](N)C(C)CC)nn3)CC2)nc(N2CCN(C(=O)[C@H](CCCCN)n3cc([C@@H](N)CO)nn3)CC2)n1 (stereo partly specified) | -10
c1ccc(COCCC2CO2)cc1 (stereo unspecified) | 3
COC(=O)C1(C)Cc2cc(OC(C)=O)c(OC(C)=O)cc2N1 (stereo unspecified) | 0
COc1ccc(/C=C2\C(=O)ON=C2c2cccc([N+](=O)[O-])c2)cc1 | 2
CCC/C=C(\CCC)C(NC(=O)c1ccc(C(F)(F)F)cc1)c1ccccc1 (stereo unspecified) | 2
COc1c(Br)cc2c(C)c(C(=O)N3CCOCC3)oc2c1Br | 1
COc1ccc(C)cc1NC(=O)CCC(=O)Nc1ccc2nc(N3CCN(C)CC3)cc(C)c2c1 | 5
COc1ccccc1NC(=O)Nc1nnc(-c2ccco2)s1 | 3
C[C@@H]1C[C@@H]2OC(=O)[C@]3(C)[C@H]2[C@@H](OC3(C)O)[C@]2(C)C(=O)CC[C@H]12 (stereo partly specified) | 0
Cc1ccc2cccc(OCC(=O)c3cc(C)n(Cc4ccco4)c3C)c2n1 | 1
CC1(C2(O)CC(c3ccccc3)ON2)CCCCC1 (stereo unspecified) | 0

Shown with values ahead of the structure: part of the list above.
NR2E3 ag,molecule
2,COc1ccc(/C=C2\C(=O)ON=C2c2cccc([N+](=O)[O-])c2)cc1
1,COc1c(Br)cc2c(C)c(C(=O)N3CCOCC3)oc2c1Br
3,c1ccc(COCCC2CO2)cc1 (stereo unspecified)
1,Cc1ccc2cccc(OCC(=O)c3cc(C)n(Cc4ccco4)c3C)c2n1
0,C[C@@H]1C[C@@H]2OC(=O)[C@]3(C)[C@H]2[C@@H](OC3(C)O)[C@]2(C)C(=O)CC[C@H]12 (stereo partly specified)
2,CCC/C=C(\CCC)C(NC(=O)c1ccc(C(F)(F)F)cc1)c1ccccc1 (stereo unspecified)
0,COC(=O)C1(C)Cc2cc(OC(C)=O)c(OC(C)=O)cc2N1 (stereo unspecified)

More compounds.
SMILES | NR2E3 ag
Cc1nn2c(=O)nc3sc4c(c3c2[nH]c1=O)CCCC4 | 0
CCOC(=O)C1=C(C)NC(=O)C1CC(=O)Nc1ccccc1 (stereo unspecified) | 0
Cc1ccc(NC(=O)c2cc3c(=O)oc4ccc(C)cc4c3s2)nc1 | -12
O=C(O)c1ccc2c3n(nc2c1)-c1ccc(Cl)cc1CO3 | 3
c1ccc(-c2ccc(-c3ccccn3)nn2)nc1 | -4
CC1C/C(=C/c2ccco2)C(=O)/C(=C/c2ccco2)C1 (stereo unspecified) | 0
CCc1ccc(-n2c(SCC(=O)Nc3ccc(C(=O)O)cc3)nnc2-c2ccncc2)cc1 | 4
Cc1ccc(C2c3c(C)nn(-c4ccc([N+](=O)[O-])cc4)c3N=C3C(=O)Nc4ccccc4N32)cc1 (stereo unspecified) | 3
Cc1ccc(CNC(=O)c2sc3ccc(S(=O)(=O)N4CCCCC4)cc3c2N)cc1 | 3
COc1ccccc1C(C)NS(=O)(=O)c1cccs1 (stereo unspecified) | 1
Cc1cc(C)c(NC(=O)c2sc3nc(C)[nH]c(=O)c3c2C)c(C)c1 | 0
CN1CCN(S(=O)(=O)c2ccc(N(C)CC(=O)Nc3ccc(F)cc3)nc2)CC1 | -1
COc1ccc(-n2c(=O)c3c4c(sc3n(Cc3cccc(F)c3)c2=O)CN(C(C)=O)CC4)c(OC)c1 | -1
Cc1cc(=O)n2c3c(sc2n1)C(=O)N(Cc1ccccc1)C3=O | 4
CCCCC1=CC2=CC(=O)C(C)(OC(=O)c3ccc(Cl)nc3)C(=O)C2=CO1 (stereo unspecified) | 4
COc1ccc(-c2ccnc3nc(/N=C/N(C)C)nn23)cc1 | 2
Cc1cc(C(=O)N/N=C/c2cc(Br)ccc2OC(=O)c2ccc(Br)cc2)n[nH]1 | 1
O=C(CNc1n[nH]c(=O)[nH]c1=O)N/N=C/c1ccccc1 | -3
CC(=O)Nc1ccc(/C(C)=N\NC(=O)c2ccc(-c3ccccc3)cc2)cc1 | -2
Cn1c(N)c(C(=O)COC(=O)c2cc(C(F)(F)F)nc3ccccc23)c(=O)n(Cc2ccccc2)c1=O | 4
COc1ccc(/C=N/NC(=S)Nc2ccccc2)cc1COc1ccccc1F | 1
COC(=O)CCCC1=CC2=CC(=O)C(C)(OC(=O)c3ccc(Cl)nc3)C(=O)C2=CO1 (stereo unspecified) | -1
NC(=O)c1c(-c2cccs2)csc1N | -3
COc1cccc(N/C(N)=N/c2nc(CSc3ccccn3)cc(=O)[nH]2)c1 | -3
Cc1cc(C(=O)COC(=O)CCc2nc3ccccc3c(=O)[nH]2)c(C)n1CC1CCCO1 (stereo unspecified) | -3
O=C(N/N=C/c1ccccc1O)c1cc(=O)[nH]c2ccccc12 | 1
Clc1cccc(CN2COc3c(cc(Cl)c4cccnc34)C2)c1 | 1
CC(c1ccco1)N(C(=O)c1ccc(Cl)s1)c1ccccn1 (stereo unspecified) | 0
CCCOC(=O)c1ccc(Cl)c(NC(=O)c2cccnc2)c1 | 5
O=c1oc2c(Cl)cc(Cl)cc2cc1-c1nnc(Nc2ccccc2F)s1 | 0
Cc1ccc2nc3c(cc(C(=O)NC4CCCC4)c(=N)n3CCCn3ccnc3)c(=O)n2c1 | -2

A portion of the library; count on the stated rates, not on these rows.
